Assay outcomes (PubChem BioAssay)
hcDAF12 agonist – H. contortus DAF-12 nuclear receptor activators, primary screen, cell-based, luminescence, HEK293, lit1-tk-luc reporter; activation, % at 6.8 µM; 1.4% of 370,000 active; HEK293 hcDAF-12 lit1-tk-luc reporter; 0% DMSO, 100% Δ7-dafachronic acid; AID 652067, 2013;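 active = activation above the mean of all tested compounds plus 3 SD, cut at about 5.5% in these data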;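 note: 100% = response to 3 µM Δ7-dafachronic acid high control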
PLC-beta3 inh – human PLC-beta3 inhibitors, primary screen, biochemical, fluorescence | 1-phosphatidylinositol 4,5-bisphosphate phosphodiesterase beta-3 (Homo sapiens), Q01970 | Purified PLC-beta3, fluorogenic substrate | inhibition, % at 12.2 µM | 0.18% of 370,000 active | AID 720704, 2013; in the data active = inhibition above about 11%;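 note: 0% = median of compound wells on plate and 100% = full blocker control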
Target sequence (Q01970 whole entry, looked up): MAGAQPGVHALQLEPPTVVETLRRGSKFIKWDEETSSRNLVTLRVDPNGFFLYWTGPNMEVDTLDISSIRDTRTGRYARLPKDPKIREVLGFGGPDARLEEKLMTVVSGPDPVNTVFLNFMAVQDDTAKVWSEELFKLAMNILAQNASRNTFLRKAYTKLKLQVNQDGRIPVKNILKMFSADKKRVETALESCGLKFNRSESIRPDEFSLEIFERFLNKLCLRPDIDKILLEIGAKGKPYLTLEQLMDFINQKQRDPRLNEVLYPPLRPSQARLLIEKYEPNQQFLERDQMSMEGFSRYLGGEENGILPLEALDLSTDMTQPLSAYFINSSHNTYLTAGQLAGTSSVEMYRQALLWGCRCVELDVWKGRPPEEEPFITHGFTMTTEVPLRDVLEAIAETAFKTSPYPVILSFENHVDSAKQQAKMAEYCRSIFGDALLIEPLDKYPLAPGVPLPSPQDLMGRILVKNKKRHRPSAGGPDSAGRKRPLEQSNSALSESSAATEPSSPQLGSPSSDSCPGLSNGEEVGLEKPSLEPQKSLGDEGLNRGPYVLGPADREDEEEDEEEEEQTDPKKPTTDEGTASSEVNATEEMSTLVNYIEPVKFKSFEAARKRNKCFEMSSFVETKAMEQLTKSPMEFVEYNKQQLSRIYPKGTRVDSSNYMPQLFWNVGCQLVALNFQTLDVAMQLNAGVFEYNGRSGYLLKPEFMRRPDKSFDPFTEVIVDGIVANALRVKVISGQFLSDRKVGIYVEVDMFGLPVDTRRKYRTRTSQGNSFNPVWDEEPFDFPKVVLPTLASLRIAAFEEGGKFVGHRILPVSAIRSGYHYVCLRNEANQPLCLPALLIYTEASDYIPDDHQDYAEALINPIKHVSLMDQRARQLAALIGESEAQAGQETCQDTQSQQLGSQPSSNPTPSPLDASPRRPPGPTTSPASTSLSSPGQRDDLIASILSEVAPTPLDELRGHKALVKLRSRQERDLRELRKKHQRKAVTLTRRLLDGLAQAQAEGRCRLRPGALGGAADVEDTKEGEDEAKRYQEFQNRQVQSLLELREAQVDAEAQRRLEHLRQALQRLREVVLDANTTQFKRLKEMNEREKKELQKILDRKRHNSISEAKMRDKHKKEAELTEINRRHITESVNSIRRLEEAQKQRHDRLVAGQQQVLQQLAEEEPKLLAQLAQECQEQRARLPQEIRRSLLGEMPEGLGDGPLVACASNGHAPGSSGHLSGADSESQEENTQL
PG9 Ab binder – binders of HIV-1 gp120 antibody PG9, primary screen, biochemical, TR-FRET; TR-FRET gp120-PG9 antibody binding; inhibition, % at 6.7 µM; 0.43% of 360,000 active; AID 624416, 2012; in the data active = inhibition above about 8.5%
sPLA2-III inh – human group III sPLA2 inhibitors, primary screen, biochemical, QFRET, BODIPY PC-A2 liposome substrate; Group 3 secretory phospholipase A2 (Homo sapiens), Q9NZ20; QFRET BODIPY PC-A2 liposome hydrolysis, fluorescence; inhibition, % at 12.2 µM; 0.56% of 370,000 active;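 active = inhibition above mean plus 3 SD of compounds lying within the high and low control bounds, cut at about 19% in these data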;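 note: 0% = median of test compound wells and 100% = no enzyme DMSO wells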
GAA850 FXN act – FXN promoter activators, primary screen, cell-based, luciferase luminescence, HEK293 lucGAA850; HEK293 lucGAA850 FXN promoter luciferase reporter, 24 h; percent of 10 µM SAHA response; activation, % at 6 µM; 0.56% of 360,000 active; AID 540364, 2011;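 active = activation above the average of all compounds screened plus 3 SD, cutoff fixed separately per campaign, cut at about 7.5% in these data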;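 note: 0% = DMSO wells and 100% = 10 µM SAHA wells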
SMARCA2 activ – SMARCA2 (BRM) function activators, primary screen, cell-based, luminescence, high throughput. MG213 cells, MMTV-luciferase reporter, dexamethasone, overnight. activation, % at 9.1 µM. 1% of 370,000 active; in the data active = activation above about 7.8%;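 note: 0% = vehicle wells and 100% = reference activator wells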
DAX1 inh-1 – DAX1 (NR0B1) inhibitors on StAR promoter, primary screen, cell-based, luminescence, SF-1 (NR5A1), full-length DAX-1. HEK293T StAR-luciferase reporter, SF-1/DAX-1 repression relief. AID 652010, 2013. inhibition, % at 6.8 µM. 1.1% of 370,000 active;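 active = inhibition above the mean over all tested compounds plus 3 SD, cut at about 3.6% in these data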;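 note: 0% = DAX-1 cells with DMSO and 100% = cells lacking DAX-1 with DMSO; higher inhibition means more luminescence from relief of DAX-1 repression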
NR1D1 modulator – modulators of Rev-erb alpha DNA binding, primary screen, biochemical, FITC-DNA, fluorescence polarization, uHTS; Nuclear receptor subfamily 1 group D member 1 (Homo sapiens), P20393; Rev-erbα–FITC-DNA binding, 90 min; activity, % at 10 µM; 0.79% of 370,000 active;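 active = activity above about 14%, limit read from the data; passing the limit was not always enough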;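 note: 0% = DMSO wells with 35 nM protein and 100% = DMSO wells with 750 nM protein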
DAX1 inh-2 – DAX1 (NR0B1) inhibitors, primary screen, cell-based, HEK293, Gal4-DAX1, luciferase luminescence; Nuclear receptor subfamily 0 group B member 1 (Homo sapiens), P51843; AID 504766, 2011; inhibition, % at 6.75 µM; HEK293 Gal4-DAX1 luciferase reporter; 0.99% of 340,000 active;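 active = inhibition above the mean over all tested compounds plus 3 SD, cut at about 4.2% in these data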;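 note: 0% = DAX1-transfected cells with DMSO and 100% = empty-vector control cells with DMSO; inhibition shows as a rise in luminescence from relieved DAX1 repression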
hgDAF-12 ag – H. glycines DAF-12 receptor agonists, primary screen, cell-based, luminescence, HEK293, GAL4 fusion, UAS-luciferase. HEK293 GAL4-hgDAF12 UAS-luciferase reporter, agonist luminescence; normalized to butyrate control. 1.8% of 370,000 active. Nuclear hormone receptor DAF-12 (Heterodera glycines), GAL4 fusion. activation, % at 6.8 µM;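 active = activation above a cutoff set at the mean of all screened compounds plus 3 SD, cut at about 10% in these data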;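 note: 0% = DMSO wells and 100% = sodium butyrate wells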
ssDAF-12 act – S. stercoralis DAF-12 nuclear receptor activators, primary screen, cell-based, luminescence, HEK293, GRIP1 co-expression, lit1-tk-luc; Nuclear hormone receptor DAF-12 (Strongyloides stercoralis); HEK293 ssDAF-12/GRIP1 lit1-tk-luc reporter; % of 3 µM dafachronic acid response; activation, % at 6.8 µM; 1% of 370,000 active; AID 652126, 2013;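 active = activation above the mean over all tested compounds plus 3 SD, cut at about 0.9% in these data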;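 note: 0% = DMSO-only wells and 100% = 3 µM delta7-dafachronic acid wells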
* marks the source's active call; other numbers are inactive results; x = no result given.

SMILES	hcDAF12 agonist	PLC-beta3 inh	PG9 Ab binder	sPLA2-III inh	GAA850 FXN act	SMARCA2 activ	DAX1 inh-1	NR1D1 modulator	DAX1 inh-2	hgDAF-12 ag	ssDAF-12 act
COC(=O)CCCNC(=O)c1ccc(OC2CCN(CCc3ccccc3)CC2)cc1	0.3	-2	0.3	4	0.1	-4	0.3	1	-0.4	-2.9	-0.3
COc1ccc(CC(=O)Nc2c3c(nn2-c2cccc(C)c2C)CS(=O)C3)cc1 (stereo not given)	-0.5	1	2.0	4	0.8	-4	-0.8	0	1.6	0.3	-0.9
C=C1C(=O)OC2C1CCC(C)C1C=CC(=O)C12C (stereo not given)	-0.5	-4	-2.7	-4	-7.8	21*	0.4	-7	-2.3	1.5	-0.2
Cc1onc(-c2ccccc2Cl)c1C(=O)N1CCN(c2nc3ccccc3s2)CC1	-2.0	1	1.1	-7	0.1	-10	-1.4	0	-2.8	-2.7	-1.6
Cc1cc(C)cc(-n2c(C)cc(C=C(C#N)C#N)c2C)c1	0.2	-5	28*	0	4.0	-2	0.5	9	-0.2	0.1	-1.2
Cc1cc(C)c(CN2CCN(C(=O)Cn3cnc4c(OCc5ccccc5)ncnc43)CC2)c(C)c1	-4.5	-6	-1.5	-16	-4.0	-7	-5.5	5	-4.8	-5.5	-2.6
Cc1ccc(-n2c(C)cc(C(=O)CSc3n[nH]c(N)n3)c2C)cc1	-0.8	-4	0.2	-9	3.3	-1	-1.7	-2	-0.7	0.3	-1.4
Cc1ccc(SCCC(=O)N2CCC(C(N)=O)CC2)cc1	0.7	-1	0.7	3	0.9	-3	-0.1	6	1.3	-1.2	-0.6
COc1cccc(C(=O)N2[C@H](COCc3ccccc3)C=CS2(=O)=O)c1	0.0	1	-1.5	1	x	-1	-0.1	2	x	3.0	-1.1
CC(C)[C@H](NC(=O)c1ccco1)C(=O)OCC(=O)Nc1ccc(F)cc1	-0.9	2	-1.4	-3	2.0	1	0.0	-4	-0.2	2.3	-1.1
N#Cc1cccc(NC(=O)CN2NS(=O)(=O)c3ccccc3C2=O)c1	-1.7	2	3.2	4	-1.8	-1	0.3	-1	1.4	-0.8	-0.9
Cn1ncc2c(N3CCN(c4ccc(Cl)c(Cl)c4)CC3)ncnc21	0.0	-7	-2.4	5	-1.9	-3	-0.4	1	1.0	0.8	-1.9
Cc1cc2ccccc2n1CCNC(=O)c1ccc(S(=O)(=O)N2CCOCC2)cc1	3.5	-14	-1.4	-18	-0.9	2	1.1	5	-1.4	-0.5	-0.3
N#CC(c1ccccc1)c1ccc(C(=O)c2ccc(F)cc2)cc1 (stereo not given)	-2.6	-4	-1.6	2	2.3	-2	-1.4	5	-2.5	-1.6	-1.4
CC(Oc1cccc(F)c1)C(=O)Nc1ccc(N2CCOCC2)cc1 (stereo not given)	-1.7	-4	-2.1	4	0.8	1	-0.3	-3	-0.3	-1.3	-1.5
CCCCN1CC[C@H]2C=CC[C@@H](C(=O)Nc3nccs3)[C@H]2C1=O	0.4	0	-1.1	-3	-1.1	0	1.1	-6	0.5	-1.1	-0.9
CCOC(=O)C1(C)C=C(Nc2ccc(OCC)cc2)C(=O)N1c1ccccc1 (stereo not given)	0.1	-20	0.7	-3	0.8	3	0.2	-3	-0.6	0.6	-0.2
N#CC1(NC(=O)CSc2nnc(Nc3ccccc3F)s2)CCCC1	-0.9	-3	-0.7	-5	-0.8	-1	0.6	3	0.2	4.8	-1.3
C=CCNC(=O)c1cc(Cl)ccc1Cl	2.0	2	1.4	-3	3.9	-2	0.1	0	0.7	2.0	-1.2
Cc1nn(-c2ccccc2)c(C)c1NC(=O)COC(=O)c1ccc(O)cc1O	-0.4	-1	1.3	1	0.3	0	-1.7	-1	-0.5	-3.2	-0.7

Part of the list above, bar-delimited:
Molecule | hcDAF12 agonist | PLC-beta3 inh | PG9 Ab binder | sPLA2-III inh | GAA850 FXN act | SMARCA2 activ | DAX1 inh-1 | NR1D1 modulator | DAX1 inh-2 | hgDAF-12 ag | ssDAF-12 act
N#CC(c1ccccc1)c1ccc(C(=O)c2ccc(F)cc2)cc1 (stereo not given) | -2.6 | -4 | -1.6 | 2 | 2.3 | -2 | -1.4 | 5 | -2.5 | -1.6 | -1.4
CC(Oc1cccc(F)c1)C(=O)Nc1ccc(N2CCOCC2)cc1 (stereo not given) | -1.7 | -4 | -2.1 | 4 | 0.8 | 1 | -0.3 | -3 | -0.3 | -1.3 | -1.5
CCCCN1CC[C@H]2C=CC[C@@H](C(=O)Nc3nccs3)[C@H]2C1=O | 0.4 | 0 | -1.1 | -3 | -1.1 | 0 | 1.1 | -6 | 0.5 | -1.1 | -0.9
CCOC(=O)C1(C)C=C(Nc2ccc(OCC)cc2)C(=O)N1c1ccccc1 (stereo not given) | 0.1 | -20 | 0.7 | -3 | 0.8 | 3 | 0.2 | -3 | -0.6 | 0.6 | -0.2
N#CC1(NC(=O)CSc2nnc(Nc3ccccc3F)s2)CCCC1 | -0.9 | -3 | -0.7 | -5 | -0.8 | -1 | 0.6 | 3 | 0.2 | 4.8 | -1.3
C=CCNC(=O)c1cc(Cl)ccc1Cl | 2.0 | 2 | 1.4 | -3 | 3.9 | -2 | 0.1 | 0 | 0.7 | 2.0 | -1.2
Cc1nn(-c2ccccc2)c(C)c1NC(=O)COC(=O)c1ccc(O)cc1O | -0.4 | -1 | 1.3 | 1 | 0.3 | 0 | -1.7 | -1 | -0.5 | -3.2 | -0.7

(listing goes on)
SMILES	hcDAF12 agonist	PLC-beta3 inh	PG9 Ab binder	sPLA2-III inh	GAA850 FXN act	SMARCA2 activ	DAX1 inh-1	NR1D1 modulator	DAX1 inh-2	hgDAF-12 ag	ssDAF-12 act
CCOC(=O)c1cnc(-c2ccccc2)nc1N1CC(C)OC(C)C1 (stereo not given)	-0.5	6	2.6	3	2.7	-2	-1.2	4	2.1	0.3	-1.7
CC(C)n1c(SCC(=O)N2c3ccccc3Sc3ccccc32)nc2c1c(=O)n(C)c(=O)n2C	-1.6	5	0.0	1	-0.8	-4	0.4	-5	-0.2	-1.4	-1.4
COc1ccc(C/C(C)=N/Nc2nc(C)cc(=O)[nH]2)cc1	-0.4	-5	0.4	-2	0.4	0	1.1	-5	-0.1	-1.1	-0.5
CCc1ccc(NC(=O)CSc2nnc(SCC(=O)Nc3ccc(CC)cc3)n2N)cc1	-1.4	1	-0.2	-6	-0.6	2	0.3	-1	-0.2	2.4	-1.0
Cc1csc(NC(=O)c2cccc(S(=O)(=O)N3CCCCC3)c2)n1	-0.8	-3	1.1	-9	0.9	-1	-1.1	-6	-1.9	-1.3	-0.6
C[C@@H]1CCCCCCCCC(=O)OCCN(C(=O)OC(C)(C)C)[C@H](C)CCCCCCCCC(=O)OCCN(C(=O)OC(C)(C)C)[C@H](C)CCCCCCCCC(=O)OCCN(C(=O)OC(C)(C)C)[C@H](C)CCCCCCCCC(=O)OCCN1C(=O)OC(C)(C)C	-2.2	4	-1.6	1	-1.3	0	0.9	0	0.5	5.5	-0.5
CC(C)CCn1c(COc2ccccc2)nn(CCC#N)c1=S	-2.7	-4	0.9	-5	0.9	-2	-0.4	-2	2.5	0.0	-1.1
O=C(NCCCc1ccccc1)Nc1ccccc1	2.1	1	-3.0	-1	1.9	13*	0.4	-4	1.1	1.2	-0.9
CCN(Cc1ccccc1)Cc1ccc(OCc2ccccc2)cc1	1.0	-4	-0.1	-13	0.8	1	0.1	3	0.2	4.4	-0.6
CN(C)Cc1n[nH]c(=O)c2ccccc12	3.9	1	0.0	1	1.4	3	0.3	2	3.3	0.0	-1.6
Cc1ccc(OCCCCN(C)Cc2ccccc2)c(Br)c1	-2.9	4	-1.4	6	6.6	-4	-0.6	4	-0.9	-1.2	-1.0
Cc1cc(=O)[nH]c(SCC(=O)NNC(=O)Cc2ccccc2)n1	0.2	-1	-0.2	-4	1.1	2	0.2	1	-1.0	2.6	-0.8
Fc1ccc(-n2c(-c3ccco3)n[nH]c2=S)cc1	-2.2	-3	5.1	15	2.4	1	-0.2	-8	-0.6	2.1	-1.3
O=C(COC(=O)c1cc(Br)ccc1O)NNC(=O)c1cccs1	-2.4	-10	-0.3	-7	2.0	1	0.1	-2	-0.8	0.2	-1.2
COCc1nnc(NC(=O)CSc2ccccc2)s1	-0.5	8	-2.0	1	-0.9	2	0.6	0	1.1	1.1	-1.7
CCOC(=O)[C@@]12CCCC3=C1N(CCC3)C(=O)[C@H]2CC(=O)N1CCC(c2ccccc2)CC1	-1.0	4	x	1	x	2	0.8	4	x	-4.0	-1.5
COc1ccc(C(=O)N/C(=C\c2cn(S(=O)(=O)N(C)C)c3ccccc23)C(=O)NCCN2CCOCC2)cc1	-0.4	-7	0.8	1	-2.2	-2	-0.3	3	0.9	-0.6	-1.3
CCOC(=O)C1CCCN(c2c(NCCCN(C)c3ccccc3)c(=O)c2=O)C1 (stereo not given)	-1.2	3	0.0	-7	1.1	-1	-0.1	-11	0.9	-0.5	-1.7
FC(F)Sc1ccc(NC2=NCCCCC2)cc1	1.1	0	-1.4	1	0.6	2	0.1	-3	-0.5	-1.4	-0.8
Cc1cc(C)nc(SCC(=O)Nc2nccs2)n1	0.9	-6	-0.7	2	0.2	-1	0.1	-3	1.7	-1.8	-1.1
NS(=O)(=O)c1cccc(NC(=O)CCC(=O)c2cccs2)c1	-0.4	0	-2.5	2	2.6	-2	0.4	1	0.9	-3.4	-1.0
Cn1c(N)c(C(=O)COC(=O)Cc2ccc(Cl)cc2)c(=O)n(C)c1=O	-1.3	-6	-0.5	9	1.8	-1	-0.6	2	1.2	1.1	-0.1
COc1cccc(CNC(=O)C2C3C=CC4(CN(Cc5ccccc5)C(=O)C24)O3)c1OC (stereo not given)	-3.1	-1	x	4	x	-5	-0.2	-2	x	-2.3	-1.0
CCOC(=O)c1cc2c(c(-c3ccccc3)n1)[C@H](CCO)N(S(=O)(=O)C(C)(C)C)C2	-0.2	-5	0.9	9	-0.7	-5	0.5	-4	0.0	2.2	-0.7
CCOC(=O)N1CC(C)N(C(=S)Nc2ccccc2)CC1C (stereo not given)	-0.3	3	-0.8	0	-0.1	0	-1.6	0	1.3	2.1	-1.0
O=C(CSc1nnc(CNC(=O)c2c(F)cccc2Cl)o1)NC1CCCC1	0.7	-11	-0.1	9	-0.5	-4	-0.2	-5	0.0	-1.9	-0.7

No enrichment for hits; any-hit rate near 7%.
